PLK1 PBD block: inhibitors of human PLK1 polo-box domain binding | Plk1 PBD binding of FITC phosphopeptide, fluorescence polarization | Potency, µM, without a hit: max response, negative = inhibition, most hits filed as inhibitors | actives 2.8% (n = 360,000) | AID 720504; also: potency is read from the fitted curve at half-maximal effect; series mostly up to about 57 µM; % is scaled to controls: 0 for no effect and ±100 for the full control effect; nearly all actives have a fitted effect of over 65% in size
PI5P4K alpha inh: blocks human PI5P4K alpha kinase activity. PI5P4Kalpha enzyme, ADP-Glo luminescence, 60 min; stronger effect = lower value. max response, %. actives 1.2% (n = 330,000). AID 652105; active = max response of -50% or lower; inconclusive = between -30% and -50%; inactive = -30% or higher; also: value at the top dose of about 77 µM; % is scaled to controls: 0 for no effect and ±100 for the full control effect
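qHTS, 1536-well: enzyme/substrate mix, compound by pin tool, 5 microM ATP final; RT 60 min; ADP-Glo reagents 1 (45 min) then 2 (30 min); luminescence.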
GLP-1R inv ag: acts as inverse agonist at human GLP-1 receptor | Potency, µM (top dose mostly 38.3 µM), for the others: top-dose activity change, negative = inhibition, hits mostly inhibitors | actives 1.6% (n = 410,000) | HEK293 GLP-1R CRE-luciferase, luminescence, 24 h; GLP-1R form is constitutively active; also: potency is read from the fitted curve at half-maximal effect; % is scaled to controls: 0 for no effect and ±100 for the full control effect; nearly all actives have a fitted effect of over 55% in size
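HEK293 cells stably co-expressing a cAMP-responsive luciferase reporter and constitutively active GLP-1R were seeded, incubated 12 h, then exposed to compounds for 24 h at 37 C. Luminescence was read 12 min after detection reagent; inverse agonists lower signal.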
EPAC1 antag: blocks human EPAC1 exchange factor; O95398; EPAC1 GEF assay, Rap1b-BODIPY-GDP exchange fluorescence; Potency, µM (top dose mostly 115 µM), without a hit: top-dose activity change, negative = inhibition, hits mostly inhibitors; actives 0.14% (n = 360,000); AID 720709;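 also: potency is read from the fitted curve at half-maximal effect; plate controls were vehicle for no effect and positive control for full effect; nearly all actives have a fitted effect of over 50% in size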
Target sequence (O95398 whole entry, looked up): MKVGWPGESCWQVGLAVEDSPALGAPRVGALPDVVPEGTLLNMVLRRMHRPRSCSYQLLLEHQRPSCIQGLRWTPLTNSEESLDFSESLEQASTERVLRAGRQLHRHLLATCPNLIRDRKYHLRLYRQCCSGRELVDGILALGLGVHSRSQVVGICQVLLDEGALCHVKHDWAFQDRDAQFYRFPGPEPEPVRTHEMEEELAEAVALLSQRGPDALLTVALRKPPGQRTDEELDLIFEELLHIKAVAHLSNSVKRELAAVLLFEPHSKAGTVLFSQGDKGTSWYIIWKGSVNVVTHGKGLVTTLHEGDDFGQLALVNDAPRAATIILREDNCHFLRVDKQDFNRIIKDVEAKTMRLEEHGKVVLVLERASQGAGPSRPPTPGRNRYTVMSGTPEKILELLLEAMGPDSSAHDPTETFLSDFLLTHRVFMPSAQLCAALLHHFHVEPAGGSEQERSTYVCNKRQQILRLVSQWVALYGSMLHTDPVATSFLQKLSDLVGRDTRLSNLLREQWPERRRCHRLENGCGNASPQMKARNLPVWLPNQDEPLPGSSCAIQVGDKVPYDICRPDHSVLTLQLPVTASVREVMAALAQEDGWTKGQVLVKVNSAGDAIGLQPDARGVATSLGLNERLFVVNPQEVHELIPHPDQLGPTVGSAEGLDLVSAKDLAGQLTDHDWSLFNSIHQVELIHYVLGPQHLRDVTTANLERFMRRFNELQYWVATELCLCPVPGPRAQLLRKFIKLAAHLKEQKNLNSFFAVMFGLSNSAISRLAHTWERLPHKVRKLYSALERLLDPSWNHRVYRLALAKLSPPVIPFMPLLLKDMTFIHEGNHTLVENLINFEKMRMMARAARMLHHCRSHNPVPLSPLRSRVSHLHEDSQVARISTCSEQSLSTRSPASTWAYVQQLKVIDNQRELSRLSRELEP
EPAC1 ag: EPAC1 (human) agonism. O95398. EPAC1 agonist qHTS, biochemical assay; response scale: 100% = response to 6.5 mM cAMP. Potency, µM (top dose mostly 154 µM), for inactives: at the highest dose activation, usual class: activators. actives 0.073% (n = 360,000); also: potency is read from the fitted curve at half-maximal effect; nearly all actives have a fitted effect of over 60% in size
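Compounds were pinned as a concentration titration into mixtures of EPAC1 (100 nM), BODIPY-GDP-loaded Rap1B (250 nM) and GDP (50 uM). After 5 min at room temperature, fluorescence was followed for 30 min; activity was scaled to 6.5 mM cAMP.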
IL-2 act: activates IL-2 in a cell-based reporter assay | IL-2 activation reporter assay, cell-based qHTS; stimulated with anti-CD3/CD4/CD28 beads; in transgenic mouse T cells | activation, % (series mostly up to about 46 µM) | actives 0.065% (n = 360,000) | AID 652025; in the data active = activation above about 50%; inconclusive = mostly about 30% to 49%; also: 0% is about no effect
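First, unstimulated transgenic mouse T cells were exposed to compound for 60 min. Next, anti-CD3/anti-CD4-coated beads with anti-CD28 were added. Finally, after 18 h at 37 degrees C, EGFP and DsRed were imaged.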
PTHR1 agonist: PTHR1 (human) receptor agonism; Q03431; HEK293 GP2 PTHR1 cells, GloSensor cAMP luminescence, 1 h; Potency, µM (series often up to 115 µM), for the others: top-dose activation, usual class: activators; actives 0.075% (n = 410,000); AID 743266; also: potency is read from the fitted curve at half-maximal effect; nearly all actives have a fitted effect of over 55% in size; some results filed as inactive show a strong effect at the top dose; inactives centre near -15; many of its hits are not listed in these tables
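HEK-293-derived GP2 cells expressing PTHR1 and a GloSensor cAMP reporter, 3,000/well, plated overnight, given luciferin plus IBMX (each 0.5 mM as added) for 1 h at 37 °C, then compound for 1 h at 37 °C. Luminescence was read after 15 min at room temperature.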
GLP-1R agonist: agonists of human GLP-1 receptor; P43220; HEK293 GLP-1R CRE-luciferase, luminescence, 4-6 h; cells express a hypersensitive GLP-1R form; Potency, µM (top dose mostly 45.6 µM), for inactives: top-dose activation, hits mostly activators; actives 0.007% (n = 380,000); AID 624172; also: potency is read from the fitted curve at half-maximal effect; % of control where 0% means no effect
HEK293 tox: cytotoxicity in counter-screen for GLP-1R inverse agonists | AID 624418 | Potency, µM (top dose mostly 38.3 µM), for the others: top-dose activity change, negative = inhibition, actives largely listed as inhibitors | actives 0.13% (n = 410,000) | HEK293 cAMP-luciferase reporter cells, luminescence, 24 h;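 also: loss of luciferase light is scored as toxicity; potency is read from the fitted curve at half-maximal effect; % is scaled to controls: 0 for no effect and ±100 for the full control effect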
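Cells in DMEM/10% Nu serum/1% pen-strep, 1536-well format. Pre-incubated 12 h, dosed with 23 nL compound, incubated a further 24 h. Luciferase detection, 12 min at room temp, luminescence.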
Numbers without * were called inactive; i = inactive; ? = inconclusive; · = no result given; [ ] = remark or other dose. Unless noted, calls follow the shape of the dose curve; as a rule, active = well fitted curve in the direction sought with a large enough effect; inconclusive = small, poorly fitted or top-dose-only effect, or another doubt; inactive = no such curve, though single readings can be large; an effect the other way counts as inactive or inconclusive. This is a subset; rates above refer to the full screens.

nr	Compound	PLK1 PBD block	PI5P4K alpha inh	GLP-1R inv ag	EPAC1 antag	EPAC1 ag	IL-2 act	PTHR1 agonist	GLP-1R agonist	HEK293 tox
1	O=c1cc(CO)oc(C(Nc2cccc([N+](=O)[O-])c2)c2ccccn2)c1O (stereo not drawn)	?	0	-2%	0%	-5%	-0.3	-1%	2%	-6%
2	CC(=O)Nc1nc2ccccc2n1CCOc1ccccc1Cl	1%	2	?	7%	-7%	0.6	i	29%	?
3	Cn1cc(S(=O)(=O)N2CCCC2)cc1C(=O)NCCc1ccccc1	-4%	10	-20%	?	7%	-1.0	i	-6%	0%
4	O=c1ccc2cc(S(=O)(=O)N3CCN(c4ccccc4)CC3)ccc2o1	-6%	-3	0%	-24%	-2%	-1.7	-5%	-1%	6%
5	C=CC[N+]1(CC(=O)NCc2ccc(NC(C)=O)cc2)CCOCC1	-15%	0	17%	-29%	8%	0.4	i	12%	-2%
6	CCCCOC(=O)C1=C(C)NC(=O)NC1c1ccc([N+](=O)[O-])s1 (stereo not drawn)	0%	-20	?	-23%	-13%	1.3	i	-6%	-16%
7	CCOC(=O)c1c(NC(=O)C2CCCN2S(=O)(=O)c2cccc3nsnc23)sc(C)c1C (stereo not drawn)	?	5	1%	20%	-4%	-1.7	?	-2%	-3%
8	O=C(N/N=C/C(Br)=C/c1ccccc1)c1cc(-c2ccco2)[nH]n1	-22%	?	291%[activator]	-3%	16%	-1.0	-20%	19%	-14%
9	Cc1cccc(N(Cc2ccccc2)C(=O)CN2C(=O)NC3(CCCC3)C2=O)c1	-16%	-2	?	-14%	6%	-0.8	i	7%	0%
10	COc1ccc(-c2nn(-c3ccccc3)cc2C(=O)Nc2nc(CC(C)=O)ns2)cc1	-10%	-1	?	-11%	12%	2.8	-20%[57.5 µM]	-5%	-6%
11	Cc1ccc(OCCN2CCN(C)CC2)c([N+](=O)[O-])c1	-2%	4	-29%	7%	3%	0.6	9%	8%	2%
12	CC1CCN(C(=O)CN2C(=O)C(=O)c3ccccc32)CC1	-3%	-6	-18%	-4%	-10%	-1.7	-23%	-4%	-20%
13	Cc1ccc(-n2ncc3c(=O)n(CC(=O)N(C(C)C)C(C)C)cnc32)cc1	-7%	5	2%	-9%	-6%	1.1	i	9%	-8%
14	Cc1nc2c(n1C1CCCCC1)C(=O)c1ccccc1C2=O	-1%	13	14%	-10%	-11%	2.0	-18%	4%	-15%
15	O=C(CC1SC(=Nc2cccc3ccccc23)N(Cc2ccccn2)C1=O)Nc1ccccc1Br (stereo not drawn)	-8%	6	?	?	2%	0.4	i	-3%	-20%
16	O=C(CCC(=O)N(c1ccccc1)C(C(=O)NC1CCCC1)c1ccncc1)Nc1cccnc1 (stereo not drawn)	-2%	·	0%	0%	0%	1.5	-7%	-9%	1%
17	CNC(=O)CSc1nc2cc(S(=O)(=O)Nc3ccccc3OC)ccc2o1	-4%	3	13%	-20%	-4%	0.0	i	4%	0%
18	COc1ccc(C(=O)N2CCCC(Nc3ccc(C)c(C)c3)C2)cc1 (stereo not drawn)	-7%	7	?	-1%	0%	0.7	i	19%	1%
19	COc1ccc(S(=O)(=O)N2CCOCC2)cc1NC(=O)CCCOc1ccc(C(C)=O)cc1	-2%	-6	8%	8%	4%	-2.6	i	8%	3%
20	COc1ccc(C2(O)CCN(CCCCOc3ccccc3)CC2)cc1	-2%	·	0%	0%	4%	-0.9	i	-6%	1%
21	O=C(c1ccco1)N1CCN(C(=O)C2CCCN(S(=O)(=O)c3cccc4nsnc34)C2)CC1 (stereo not drawn)	-6%	·	0%	-8%	-3%	-1.5	i	-1%	1%
22	O=C(c1cccc(Cl)c1)N1CCCC(c2ccc(Cl)cc2)=N1	1%	·	?	-2%	19%	-1.4	-14%[57.5 µM]	?	17%
23	CCOC(=O)Cc1csc(NC(=O)C(C)(C)C)n1	1%	·	8%	13%	-2%	2.2	-6%[57.5 µM]	-5%	1%
24	COCCn1nnnc1C(c1ccc(C(F)(F)F)cc1)N1CCOCC1 (stereo not drawn)	-5%	-1	3%	-14%	12%	5.5	i	-8%	-7%
25	O=C(Nc1cc([N+](=O)[O-])ccc1N1CCCC1)c1ccccc1	-12%	6	-2%	-18%	-13%	-0.2	-18%	1%	?
26	Nc1nc(Cl)nc2c1ncn2[C@@H]1O[C@H](CO)[C@@H](O)[C@H]1O	-8%	0	-9%	-2%	8%	0.2	-20%	?	-2%
27	COc1ccc2c(c1)c1c(c(=O)n(-c3ccccc3)c(=O)n1CC(=O)Nc1ccc(C)c(C)c1)n2C	·	·	12%	·	·	·	-44%[inhibitor]	1%	9%
28	COC(=O)c1sc(NC(=O)COc2ccccc2)nc1C	-13%	-16	40%[activator]	9%	4%	0.4	i	4%	-7%
29	CC(C)c1cc(C(C)C)c(S(=O)(=O)N2c3ccccc3[C@@]3(Br)C[C@H]4C(=O)N[C@@H](Cc5ccccc5)C(=O)N4[C@@H]23)c(C(C)C)c1	-5%	-3	5.6µM*	-4%	-18%	-0.2	-28%	-5%	5%
30	Cc1cc(C)c2c(N)c(C(=O)c3cccc(Cl)c3)sc2n1	-4%	7	59%[activator]	-4%	-9%	-3.4	-81%[inhibitor]	14%	11%

Next records follow.
nr	Compound	PLK1 PBD block	PI5P4K alpha inh	GLP-1R inv ag	EPAC1 antag	EPAC1 ag	IL-2 act	PTHR1 agonist	GLP-1R agonist	HEK293 tox
31	O=C(Nc1nccs1)C1CCCN(S(=O)(=O)c2cccnc2)C1 (stereo not drawn)	21µM*	1	-5%	-16%	1%	-1.9	-23%	1%	3%
32	CCOc1ncccc1C(=O)OCC(=O)NC1CCCCCC1	-3%	2	1%	-2%	8%	-2.6	i	26%	-8%
33	CC1CCC(Nc2nc3c(-c4cccc(C(F)(F)F)c4)nnn3c3ccccc23)CC1 (stereo not drawn)	·	·	3%	·	·	·	-16%	0%	-9%
34	CCOC(=O)C1CCCN(C(=O)c2cc(-c3ccc(F)cc3)nc3ccccc23)C1 (stereo not drawn)	-5%	4	7.9µM*	-11%	5%	-0.8	i	22%	3%
35	CN1CCN(C2=C(Cl)C(=O)N(c3ccc(Cl)cc3)C2=O)CC1	-26%	·	?	7%	0%	0.6	i	21%	-38%
36	O=S(=O)(c1ccc2c(c1)OCCO2)N1CCN(c2nc3ccccc3s2)CC1	-9%	·	2%	-16%	18%	-1.3	9%	0%	1%
37	CC(C)(C)C(=O)NC1CCN(S(C)(=O)=O)CC1	-1%	·	1%	10%	-3%	-1.6	i	-1%	-7%
38	CCOC(=O)C1CCCN(C2CC(=O)N(c3ccc(C)c(C)c3)C2=O)C1 (stereo not drawn)	-3%	1	1%	0%	1%	0.0	21%[57.5 µM]	-13%	-10%
39	CC(C)CN(C(=O)CN1CCCCCC1)c1c(N)n(CC(C)C)c(=O)[nH]c1=O	-15%	-5	12%	5%	-15%	-1.4	i	4%	30%[activator]
40	Cc1ccsc1C(=O)OCC(=O)NC1CCCC(C)C1C (stereo not drawn)	0%	-7	?	4%	-9%	-2.3	-6%	2%	7%
41	COc1cccc(OC)c1OCCN1CCN(C(=O)c2ccco2)CC1	-11%	-9	9%	9%	-3%	-1.0	i	-6%	-11%
42	CCOC(=O)C1CCCN(c2c(NCCN3CCCCC3CC)c(=O)c2=O)C1 (stereo not drawn)	-1%	-11	5%	4%	1%	3.2	-23%	1%	6%
43	CN(Cc1nccn1C)C(=O)c1ccc(OC2CCN(CCc3ccccc3)CC2)cc1	-2%	8	-27%	0%	7%	1.6	i	-10%	-18%
44	CC[n+]1c(/C=C(/C)SC)sc2ccccc21	-10%	-7	13%	1%	0%	-0.5	i	0%	2%
45	Cc1ccc(C(=O)N/C(=C\c2ccccc2)C(=O)NCCCn2ccnc2)cc1	-6%	-4	-3%	5%	7%	-1.1	i	11%	-14%
46	CSCC[C@H](NC(=O)C1CCC(CNC(=O)[C@@H]2CCCN2C(=O)OC(C)(C)C)CC1)C(=O)O (stereo partly drawn)	-1%	-2	5%	-7%	5%	-2.9	?	-5%	1%
47	O=C(Cc1cccs1)Nc1nnc(SCC(=O)N2CCCCC2)s1	-14%	-11	-4%	7%	-2%	0.2	i	0%	-15%
48	CCN1CSC(=S)N(Cc2ccccc2)C1	-14%	0	?	-2%	-1%	-0.5	-9%	-1%	?
49	COc1ccc(-c2cc(C(F)(F)F)n3nc(C(=O)N4CCOCC4)nc3n2)cc1	1%	-3	0%	16%	-1%	-5.1	i	7%	22%
50	COCCCn1cc(C(=O)c2cc(OC)ccc2OCC(=O)N2CCCCC2C)cc(C#N)c1=O (stereo not drawn)	-11%	-6	12%[7.66 µM]	4%	7%	2.3	i	16%	-1%[7.66 µM]
51	Clc1cccc(Cl)c1/C=C/c1ccn[nH]1	-12%	14	?	-12%	6%	-1.1	-20%	-4%	-15%

Full records from above.
`CCN1CSC(=S)N(Cc2ccccc2)C1` reads PLK1 PBD block = -14%; PI5P4K alpha inh = 0; GLP-1R inv ag = ?; EPAC1 antag = -2%; EPAC1 ag = -1%; IL-2 act = -0.5; PTHR1 agonist = -9%; GLP-1R agonist = -1%; HEK293 tox = ?
`CCOC(=O)C1CCCN(c2c(NCCN3CCCCC3CC)c(=O)c2=O)C1` (stereo not drawn) reads PLK1 PBD block = -1%; PI5P4K alpha inh = -11; GLP-1R inv ag = 5%; EPAC1 antag = 4%; EPAC1 ag = 1%; IL-2 act = 3.2; PTHR1 agonist = -23%; GLP-1R agonist = 1%; HEK293 tox = 6%

Assay outcomes deposited in PubChem BioAssay by National Center for Advancing Translational Sciences (NCATS).
